Compound activity as filed in PubChem BioAssay.
DAGLB inhibitor: blocks human DAGLB lipase activity; Q8NCG7; HEK293T DAGLB membrane lysate, EnzChek fluorogenic substrate; inhibition, % at 5.17 µM; 0.059% of 340,000 active; AID 504411; in the data active = inhibition above about 34%;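 also: 0% = enzyme with vehicle and 100% = wells lacking enzyme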
Target sequence (Q8NCG7 whole entry, looked up): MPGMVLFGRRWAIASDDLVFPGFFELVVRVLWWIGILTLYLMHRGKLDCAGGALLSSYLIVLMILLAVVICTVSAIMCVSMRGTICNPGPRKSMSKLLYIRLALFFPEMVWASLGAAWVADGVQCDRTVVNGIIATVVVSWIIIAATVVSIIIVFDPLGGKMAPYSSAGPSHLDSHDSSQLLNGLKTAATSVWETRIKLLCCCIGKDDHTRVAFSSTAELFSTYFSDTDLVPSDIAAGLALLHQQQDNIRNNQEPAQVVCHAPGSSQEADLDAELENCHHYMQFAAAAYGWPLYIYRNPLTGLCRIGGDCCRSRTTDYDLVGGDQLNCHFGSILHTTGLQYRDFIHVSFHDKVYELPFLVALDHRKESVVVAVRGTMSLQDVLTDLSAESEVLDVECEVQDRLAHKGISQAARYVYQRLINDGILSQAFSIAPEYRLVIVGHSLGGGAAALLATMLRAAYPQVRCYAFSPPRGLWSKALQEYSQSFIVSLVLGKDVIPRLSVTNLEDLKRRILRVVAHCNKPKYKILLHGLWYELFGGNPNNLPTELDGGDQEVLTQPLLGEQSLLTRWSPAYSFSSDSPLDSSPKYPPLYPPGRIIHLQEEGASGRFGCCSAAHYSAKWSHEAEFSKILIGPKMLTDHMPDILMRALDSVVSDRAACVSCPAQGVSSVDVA
Pemphigus Ab inh: inhibitors of pemphigus antibody binding to human desmoglein-3; P32926; binding (percent of control), % at 10 µM; DSG3-coupled beads, scFv-anti-DSG3-GFP binding, flow cytometry; active compounds read low; 0.48% of 310,000 active;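 active = binding more than 3 SD below its plate's average and above zero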;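 also: hits lower antibody fragment binding to DSG3; some compounds called inactive have numbers as strong as hits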
Cardiac RTF inh: cardiac RTF calcium desensitization | inhibition, % at 7.15 µM | P19429+P45379 | IANBD-labeled cardiac RTF, Ca2+ fluorescence | AID 493244 | 0.12% of 340,000 active;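 active = inhibition above the mean inhibition of all tested compounds plus 3 SD, cut at about 17% in these data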;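 also: assay run at fixed EC70 calcium of 1.6 mM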
V-ATPase pHluor: yeast V-ATPase proton transport regulation by pHLuorin | S. cerevisiae, pHLuorin cytosolic pH fluorescence | 0.37% of 350,000 active | response, % at 10 µM; in the data active = response mostly above about 7.3%, no sharp cut-off; inactive = mostly below about 5.4%; also: actives read high; inactives centre near 0; some compounds called inactive have numbers as strong as hits; reference of the scale not given here
Keap1-Nrf2 PPI: disrupts human Keap1 binding to Nrf2 peptide; 0.15% of 340,000 active; Keap1 Kelch-Nrf2 peptide fluorescence polarization, 1536-well; Q14145; inhibition, % at 9.4 µM; AID 504523; in the data active = inhibition above about 12%;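 also: human Keap1 Kelch domain with fluorescein labeled Nrf2 9mer peptide probe; 0% = neutral control wells and 100% = peptide positive control; higher means more block of Keap1 binding to Nrf2 peptide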
Arr AP2 block: blocks beta-arrestin peptide binding to AP2 adaptin; FITC-arrestin peptide / GST-AP2 beads, flow cytometry; AP2 beta2 appendage carries R879A mutation; inhibition, % at 10 µM; 0.31% of 340,000 active; AID 504490;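 active = inhibition above a set limit, near 3 SD of compounds lacking own fluorescence, cut at about 54% in these data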;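 also: plate controls were DMSO wells for no effect and 5 µM unlabelled arrestin peptide for full effect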
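Measured by: flow cytometry, FL1 (488/535 nm); Material: AP2 appendage R879A on GSH beads; Evaluation: percent response; Timing: pre-incubation 12 min, peptide binding 1 h, room temperature; Also added: 50 nM FITC-arrestin peptide; Medium: PBS with 0.05% Tween 20 and 0.1% BSA.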
LANA DNA inh: KSHV C-LANA DNA binding inhibition; 0.078% of 340,000 active; AID 504423; MBP-C-LANA/FAM-LBS DNA binding, fluorescence polarization; inhibition, % at 9 µM;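 active = highest replicate inhibition at or above 60% at 9 µM, even if other replicates fall short; inactive = all replicates below 60% inhibition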;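 also: 0% = neutral control wells and 100% = 4 µM acridine orange control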
NSD2 HMT inh: blocks human histone methyltransferase NSD2; NSD2 peptide methylation, AlphaScreen, 120 min; AID 743445; 0.54% of 310,000 active; O96028; inhibition, % at 12.5 µM; in the data active = inhibition above about 50%
CAL PDZ FP-1: blocks peptide binding to the human CAL PDZ domain; 0.92% of 300,000 active; Q9HD26; AID 602252; purified CAL PDZ, TMR-peptide fluorescence polarization, 1 h; inhibition, % at 24.9 µM;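 active = mean inhibition of at least 30% with at least half of replicates also reaching 30%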;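 also: 0% = DMSO neutral control and 100% = excess unlabeled competitor peptide PRC23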
CAL PDZ FP-2: inhibitors of human CAL PDZ peptide binding | inhibition, % at 20 µM | Q9HD26 | 0.02% of 330,000 active | purified CAL PDZ, TMR-peptide fluorescence polarization, 1 h | AID 504414;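 active = highest replicate inhibition of at least 40%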;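 also: plate controls were DMSO neutral control wells for no effect and unlabeled competitor peptide control wells for full effect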
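System: tagged CAL PDZ domain. Schedule: 1 h room-temperature incubation prior to read. Signal: fluorescence polarization (mP). Measure: percent inhibition from loss of millipolarization.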
An asterisk follows results filed as active; . = no result given; & = joins results of further samples. These rows are one share of the data. The share of hits here may be higher or lower than overall.

Preview (three entries):
SMILES	DAGLB inhibitor	Pemphigus Ab inh	Cardiac RTF inh	V-ATPase pHluor	Keap1-Nrf2 PPI	Arr AP2 block	LANA DNA inh	NSD2 HMT inh	CAL PDZ FP-1	CAL PDZ FP-2
Cc1ccc(C(=O)NCC(=O)Nc2ccc(S(=O)(=O)Nc3cc(C)nc(C)n3)cc2)cc1	-1	98	7	-2	-1	19	-1.2	-2	-3	-0.4
COc1ccc(N2CCC(CNC(=O)Nc3ccc(C)c(C)c3)C2)cc1 (stereo not given)	0	108	-2	4	3	9	-1.0	.	.	-0.8
O=C(CN1CCN(c2ccccn2)CC1)Nc1cc(F)ccc1F	-8	95	0	0	-3	-2	2.3	-2	-2	-0.6

Results, previewed entries included:
SMILES	DAGLB inhibitor	Pemphigus Ab inh	Cardiac RTF inh	V-ATPase pHluor	Keap1-Nrf2 PPI	Arr AP2 block	LANA DNA inh	NSD2 HMT inh	CAL PDZ FP-1	CAL PDZ FP-2
Cc1ccc(C(=O)NCC(=O)Nc2ccc(S(=O)(=O)Nc3cc(C)nc(C)n3)cc2)cc1	-1	98	7	-2	-1	19	-1.2	-2	-3	-0.4
COc1ccc(N2CCC(CNC(=O)Nc3ccc(C)c(C)c3)C2)cc1 (stereo not given)	0	108	-2	4	3	9	-1.0	.	.	-0.8
O=C(CN1CCN(c2ccccn2)CC1)Nc1cc(F)ccc1F	-8	95	0	0	-3	-2	2.3	-2	-2	-0.6
Cc1cc(C)nc(NC(=NCCc2c[nH]c3ccccc23)NC(=O)Nc2ccc(Cl)c(Cl)c2)n1	-1	96	-6	5	-7	-14	0.9	-4	-1	-0.9
CC(C)Oc1ccc(S(=O)(=O)N2CCOCC2)cc1NC(=O)CN1C(=O)NC2(CCCC2)C1=O	0	103	-4	7	0	15	0.2	3	-1	-1.9
CC(C)CC(=O)Nc1ccc(N2CCN(C(=O)c3cccs3)CC2)cc1	1	130	-22	7	-7	-9	0.6	12	-4	0.2
Cc1ccccc1Oc1ccc2c(c1)[C@@H]1C[C@H](N(C)C(=O)NC3CCCCC3)[C@H]([C@H](C)O)C(=O)N1CC2	-4	88	-2	-4	3	10	-0.2	.	-3	-0.1
O=C(CSc1ccc(Cl)cc1)N1CCCC1	-2	107	-9	-6	-5	-3	1.2	5	6	-1.1
CCCCCOCC(O)CCC(=O)NN (stereo not given)	1	104	-1	1	0	8	1.5	-5	-3	0.9
COc1ccc(C(=O)COC(=O)c2cc([N+](=O)[O-])ccc2N2CCOCC2)c(OC)c1	-4	106	1	3	4	19	0.8	0	1	0.1
CCOC(=O)C1=C(N)N2C(=O)CSC2=C(C(=O)OC)C1	-1	105	-3	-3	1	13	0.8	9	0	0.5
CCc1nnc(NS(=O)(=O)c2ccc(N/C=C/C(=O)c3ccc(C)cc3)cc2)s1	8	99	-4	-1	-2	-3	-0.8	1	.	-1.6
CCCCCCCN1C(Nc2ccccc2)=NC[C@@H]1C	-2	98	0	-3	-1	8	0.3	.	-3	0.0
CCOC(=O)CSCC(=O)Nc1c(C(=O)C2CC2)oc2ccccc12	-13	120	-9	7.5*	-3	34	-0.2	-7	-4	-3.2
COc1ccc(CNC(=O)C2CSC(=O)C2)cc1 (stereo not given)	-3	119	0	1	-2	2	1.4	-1	-3	-1.9
CCOc1ccc(/C=N/n2c(SC)nnc2-c2ccccc2)cc1OCC	-2	.	11	-3	3	11	0.0	14	-12	-3.7
CC(Oc1ccccc1F)C(=O)NNC(=O)C1CC(=O)N(c2ccc3c(c2)OCCO3)C1 (stereo not given)	2	104	6	-2	-1	-11	0.9	-2	-1	-1.6
Cc1onc(-c2c(Cl)cccc2Cl)c1C(=O)Nc1nc(C(C)(C)C)cs1	-15	97	2	-1	0	25	0.5	2	2	1.7
CCN1C(=O)/C(=C\N2CCN(c3cccc(Cl)c3)CC2)SC1=S	-4	102	2	-1	-2	0	0.8	-3	0	.
O=C(CN1CCCC1=O)NC1CCCc2c1cnn2-c1cc(F)cc(F)c1 (stereo not given)	1	96	-4	2	-4	-3	-0.7	-1	-5	-0.3
CCOc1cccc2sc(N(CCN(C)C)C(=O)c3ccc4ccccc4c3)nc12	-3	102	-18	5	-4	-10	-0.8	4	-3	-4.5
O=C(NCCN1CCOCC1)c1cc(-c2ccccc2)nc2ccccc12	-1	104	.	0	.	.	.	-1	.	.
CC(C)OC(=O)CSc1n[nH]c(-c2cccnc2)n1	2	100	-4	1	-2	4	-2.0	-5	20	-0.8
Cc1nc2nc(SCC(=O)NCc3ccco3)nn2c(C)c1Cc1ccccc1	2	108	4	2	-8	-2	-1.0	.	-5	-1.1
COCCN1C(=O)C(=O)/C(=C(/O)c2ccc(S(=O)(=O)N3CCOCC3)cc2)C1c1cccc(Cl)c1 (stereo not given)	-1	102	-4	0	-3	9	-1.7	-115	.	-1.2
The results go on.
SMILES	DAGLB inhibitor	Pemphigus Ab inh	Cardiac RTF inh	V-ATPase pHluor	Keap1-Nrf2 PPI	Arr AP2 block	LANA DNA inh	NSD2 HMT inh	CAL PDZ FP-1	CAL PDZ FP-2
COc1ccc(Cc2nc3ccccc3[nH]2)cc1OC	0	99	-2	-2	2	-6	-1.9	-2	10	0.1
CC1CCCC(NC(=O)CCS(=O)(=O)c2cc3c(cc2Cl)NC(=O)CO3)C1C (stereo not given)	1	101	-2	-4	-2	-2	-0.8	.	.	0.6
Cc1ccc(C)c(S(=O)(=O)N2CCN(C(=O)c3ccnn3C)CC2)c1	2	102	-8	0	-3	-16	1.2	3	2	-2.6
C=CCc1ccc(OCCOCCOc2cccc3ccc(C)nc23)c(OC)c1	-4	103	1	-1	3	8	3.0	3	-21	-1.5
COc1ccc(-c2nnc3sc(COc4ccc(C)cc4)nn23)cc1	-3	102	-2	3	-10	3	0.6	0	.	-1.0
O=C(CSC1=NCCS1)N1CCOCC1	-3	102	-8	6	0	-7	-0.2	-1	-3	0.3
COC(=O)c1cn(C)c2ccc(S(=O)(=O)N(C)C3CCCCC3)cc2c1=O	-1	106	.	0	.	.	.	-3	.	.
CSc1nc(C(=O)N2CCCC(C(=O)c3ccc(Cl)cc3)C2)cs1 (stereo not given)	-4	92	2	1	2	14	0.2	4	-1	-1.6
CC(=O)c1cccc(NC(=O)CN2C(=O)COc3ccc(Cl)cc32)c1	2	95	6	7	-2	10	-0.6	-3	-8	-1.0
OCC(CO)(CO)n1cnnn1	-6	94	2	1	0	1	1.4	0	-2	0.8
CCOc1ccc(CN(C)C(=O)CN2C(=O)NC(c3ccccc3)(c3ccccc3)C2=O)cc1	-1	98	-6	-3	-1	2	0.4	18	-5	0.3
CCN(CC)c1cc(C)c2ccccc2n1	1	101	-3	5	0	15	0.2	-11&32	0	-1.2
CCCC(=O)N(CCN1CCOCC1)c1nc2c(OC)ccc(OC)c2s1	-1	.	-8	2	-5	10	-2.4	3	-3	-0.3
CCOC(=O)C1CCCN(C(=O)c2ccc(CS(=O)(=O)Cc3ccccc3C)o2)C1 (stereo not given)	-2	114	-6	-7	-6	2	2.5	1	-1	-1.5
CCCCOc1cccc(OCC(=O)Nc2nc3ccccc3[nH]2)c1	-5	99	-3	3	-6	5	0.2	0	-1	-1.6
CCOC(=O)[C@@H]1[C@H]2COc3cc(OC)ccc3[C@H]2N2C(=O)N(c3ccc(C(F)(F)F)cc3)C(=O)[C@]12C	-13	99	-16	4	0	30	0.8	.	5	0.0
CCCCCCCCc1nc(SC(C)C(=O)O)n[nH]1 (stereo not given)	-2	93	-7	4	-4	-5	-0.5	0	-1	-2.5
Cc1ccc(-c2nnc(SCC(=O)N/N=C/c3ccccc3C(=O)O)n2C2CCCCC2)cc1	2	99	7	-7	5	68*	-0.1	-2	-4	-2.8
Cc1csc(NC(=O)C(Cc2ccccc2)n2cccc2)n1 (stereo not given)	-18	96	-10	-3	-4	0	-1.2	.	-2	-1.7
Cc1ccccc1OCCC(=O)Nc1ccc2c(C)cc(=O)oc2c1	-1	102	-7	0	-2	4	-0.4	1	-3	-1.9
COc1ccc(NC(=O)Nc2ccc(Br)cn2)cc1	-2	109	6	1	-5	1	-0.4	-4	2	-0.9
CC(=O)NS(=O)(=O)c1ccc(NC(=O)COc2cccc3c2OC(C)(C)C3)cc1	0	101	-22	2	-4	-12	0.3	-2	-5	-2.2
Cc1ccc(C)c(N2CCN(S(=O)(=O)c3ccc4c(c3)C(C)(C)C(=O)N4C)CC2)c1	-6	108	2	2	1	13	0.6	.	.	-0.3
c1ccc(CSc2nnc(NC3=NCCCCC3)s2)cc1	-4	100	-8	0	-5	-4	0.8	38	-1	-2.7
O=CN1CC(=O)N(c2ccccc2)c2c([nH]c3ccccc23)C1	4	102	2	-2	-3	-3	0.2	5	0	-1.2
The listing continues:
SMILES	DAGLB inhibitor	Pemphigus Ab inh	Cardiac RTF inh	V-ATPase pHluor	Keap1-Nrf2 PPI	Arr AP2 block	LANA DNA inh	NSD2 HMT inh	CAL PDZ FP-1	CAL PDZ FP-2
COc1ccc(Cn2c(C3CC3)nc3ccc(NC(=O)C4CC4)cc3c2=O)cc1	-3	.	-1	1	3	-1	-0.1	-2	-1	-33
COc1ccc(S(=O)(=O)Nc2cccc(-n3cnnn3)c2)cc1OC	0	105	-11	4	-2	-8	0.5	-4	-3	-1.3
Cc1ccc(NC(=O)Cn2c(=O)oc3ccccc32)cc1C	-1	119	-4	-7	-6	-5	0.5	13	-6	0.2
Nc1c(Cl)ncnc1NCCc1ccc(O)cc1	-1	99	-9	0	-3	9	-2.8	-2	.	0.2
COc1ccccc1CNC(=O)COC(=O)c1cnc(C)cn1	-6	95	.	5	.	.	.	0	.	.
C=CC[C@@H](CC(=O)N(CCO)Cc1ccccc1)C(=O)N[C@H](COC(=O)[C@@H](CC=C)CC(=O)OC(C)(C)C)Cc1ccccc1	-5	90	-9	1	-5	3	-2.4	.	0	-0.3
CCOC(=O)c1c(C)[nH]c(C(=O)COC(=O)C2=NNC(=O)CC2)c1C	2	97	-3	1	-6	-6	0.3	0	-3	0.3
CCOC(=O)CC(NC(=O)c1cc2cccc(OC)c2oc1=O)c1ccc(OC)cc1 (stereo not given)	0	96	-5	3	0	-1	-1.1	-1	-4	-2.0
N=c1c2c3c(sc2ncn1CCN1CCOCC1)CCCC3	2	109	9	2	-2	22	0.6	1	3	-1.0
CCN(CC)CCN(C(=O)c1ccc2c(c1)OCCO2)c1nc2ccc(C)cc2s1	-2	126	-1	-6	1	3	3.0	9	-19	-2.6
CCC(Sc1nccn1C)C(=O)Nc1cccc2ccccc12 (stereo not given)	1	100	1	3	1	25	-2.4	-2	-5	-2.5
CCCCN1CC(=O)N2[C@H](c3ccc(OC)cc3)[C@@H]3C(=O)N(CC)C(=O)[C@@H]3[C@]2(C)C1=O	-1	103	1	-1	3	-18	1.6	.	0	-0.2
Cc1cccc(NC(=O)CSc2nc(COc3ccccc3)nc3ccccc23)c1C	1	102	-16	1	3	-1	-1.5	0	0	-1.9
CCSc1nnc(NC(=O)C2Cc3ccccc3CN2C(=O)c2ccco2)s1 (stereo not given)	3	96	-2	2	-3	-10	0.2	34	-1	-1.5
O=C(N1CCN=C1SCc1cccnc1)C12CC3CC(CC(C3)C1)C2	0	101	-9	13	1	0	-0.7	-1	-11	-0.7
